# Screening data deposited in PubChem BioAssay by several laboratories.
# Bfl-1 displacement – displacement of Bid BH3 peptide from Bfl-1 – biochemical, fluorescence polarization, FITC-Bid, mouse, primary screen (AID 432); FITC-Bid BH3 peptide fluorescence polarization displacement; higher % means a stronger effect; one-dose displacement, % at 20 µM; IC50 in µM for titrated hits; 64,000 tested, 0.02% active; in the data active = a potency from the dose series; inactive = the rest, 99 in 100 with displacement below about 15%; also: strong numbers were not always called active
# HPDE-C7K KRASV12 – cytotoxicity in KRAS-transformed pancreatic duct cells, primary screen, cell-based, fluorescence, HTS (AID 431); HPDE-C7K KRASV12 cells, Alamar Blue viability, 48 h; higher % means a stronger effect; one-dose cytotoxicity, % at 10 µM; EC50 in µM for titrated hits; 63,000 tested, 1.7% active;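 active = compounds whose percent cytotoxicity in the single-dose primary screen, scaled between solvent and toxic-drug controls, exceeds 50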;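 also: 0% = DMSO solvent wells and 100% = doxorubicin-treated wells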
# Spn DPM-DC inh – inhibitors of Streptococcus pneumoniae diphosphomevalonate decarboxylase. purified DPM-DC, PK/LDH coupled NADH fluorescence. calls only at 10 µM. 65,000 tested, 0.49% active;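 active = the 320 compounds with the highest percent inhibition in the single-dose primary screen, excluding strongly autofluorescent ones, cut at about 32% in these data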;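 also: kinetic rate of NADH fluorescence loss reporting ADP formed by the decarboxylase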
# PMK inhibit – inhibitors of Streptococcus pneumoniae phosphomevalonate kinase | purified PMK, PK/LDH-coupled NADH absorbance 340 nm | inhibition, % at 10 µM | 65,000 tested, 0.49% active | AID 539;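 active = top-ranked compounds by inhibition in the single 10 µM screen, taking a fixed number of the strongest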;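 also: 0% = full reaction with DMSO carrier and 100% = background rate without enzyme reaction; no value below 0 was filed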
# HPDE-C7 viability – cytotoxicity in HPDE-C7 cells, cell-based, fluorescence, HTS (AID 430); cytotoxicity, % at 10 µM; hits with a dose series show EC50 in µM; HPDE-C7 pancreatic duct cells viability, fluorescence; higher % means a stronger effect; 63,000 tested, 1.8% active;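 also: cells exposed to compound for 48 hours before viability readout; 0% = vehicle and 100% = reference cytotoxic drug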
# TNAP inhibition – inhibition of tissue-nonspecific alkaline phosphatase – biochemical, luminescent (AID 518) | inhibition, % at 20 µM, or IC50 in µM where a hit was titrated | 64,000 tested, 0.09% active | purified TNAP enzyme, luminescent substrate readout; higher % means a stronger effect; in the data active = a potency from the dose series; inactive = the rest, 99 in 100 with inhibition below about 22%;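 also: plate controls were vehicle for no effect and reference inhibitor for full effect; many of its hits are not listed in these tables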
# HT1080 viability – cytotoxicity in HT1080 fibrosarcoma cells, cell-based, fluorescence readout (AID 620). 87,000 tested, 0.42% active. HT1080 viability, fluorescence; higher % means a stronger effect. cytotoxicity, % at 10 µM; hits with a dose series show EC50 in µM;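 also: cells exposed to compound overnight then 4 h with Alamar Blue; 0% = vehicle DMSO and 100% = killing control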
# LYP phosphatase – inhibition of human PTPN22 tyrosine phosphatase – biochemical, DiFMUP fluorescence, recombinant catalytic domain, 10 µM, primary screen (AID 606). recombinant LYP catalytic domain, DiFMUP fluorescence; higher % means a stronger effect. 52,000 tested, under 10 active. inhibition, % at 10 µM, or IC50 in µM where a hit was titrated;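 active = IC50 under 40 µM in the dose-response test; inactive = IC50 of 40 µM or more, or never dose-tested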
# MK inhibit – inhibitors of Streptococcus pneumoniae mevalonate kinase. inhibition, % at 10 µM. AID 555. purified MK, PK/LDH-coupled NADH absorbance 340 nm. 65,000 tested, 0.48% active;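 active = ranked among the strongest by inhibition in the single 10 µM screen, a fixed top-ranked set picked for dose follow-up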; also: no value below 0 was filed
# PMK inhibit pilot replicates – second read-out of PMK inhibit, no call of its own (marks repeat the call); inhibition, %; measured here: pilot screen replicates
# MK inhibit pilot replicates – recorded beside MK inhibit, whose call it bears; inhibition, %; measured here: pilot screen replicates
# Spn DPM-DC inh pilot screen % – further read-out of Spn DPM-DC inh, marked with its call; inhibition, %; measured here: pilot screen trials
# Starred values were filed as active, the others as inactive; i = inactive; / = no result given; & = joins results of further samples. Rule as the data show it, unless noted: active = cytotoxicity above about 50%; inactive = the rest. The order is random, and some 3.4% of all compounds hit somewhere here.
SMILES,Bfl-1 displacement,HPDE-C7K KRASV12,Spn DPM-DC inh,PMK inhibit,HPDE-C7 viability,TNAP inhibition,HT1080 viability,LYP phosphatase,MK inhibit,others
O=C(O)Cc1ccc2[nH]c3ccc(CC(=O)O)cc3c2c1,-5%,-4%,i,0,1%,5%,-1%,/,5,
C#CCN(C)Cc1ccccc1,-4%,-10%,i,1,-2%,8%,-9%,5%,2,PMK inhibit pilot replicates=3.5;MK inhibit pilot replicates=0.0;Spn DPM-DC inh pilot screen %=3.5
O=CN1CCN(C2CC(=O)N(c3ccc(Br)cc3)C2=O)CC1 (stereo not drawn),4%,8%,i,4,-2%,9%,-4%,8%,3,
CCOc1ccc(C(C)=O)cc1N1C(=O)C2C3C=CC(C3)C2C1=O (stereo not drawn),0%,-2%,i,5,-1%,12%,/,/,0,
COC(=O)C1=C(N)Oc2cc(C)n(CC3CCCO3)c(=O)c2C1c1ccccc1OC (stereo not drawn),1%,-30%,i,14,-20%,12%,-4%,5%,4,
O=[n+]1c2c(n([O-])c3cc(F)c(N4CCCC4)cc31)CCC2,25%,-13%,i,18,-14%,20%,25%,6%,4,PMK inhibit pilot replicates=0.0;MK inhibit pilot replicates=0.0;Spn DPM-DC inh pilot screen %=2.5
Cc1nnc2n(C3CCCCC3)c(=O)c3c4c(sc3n12)CCC4,0%,2%,i,11,0%,0%,0%,-9%,7,
O=S(=O)(NC1CCCCC1)c1ccc(Br)cc1,4%,/,i,13,/,13%,33%,23%,10,
COCc1[nH]nc2c1C(c1ccccc1OC)C(C#N)=C(N)O2 (stereo not drawn),-2%,2%,i,0&7,-8%,12%,8%,13%,2&5,
CC(O)[C@H](NC(=O)C1(c2ccccc2)CCN(C(=O)OC(C)(C)C)CC1)C(=O)O (stereo partly drawn),-5%,-4%,i,8,3%,9%,-7%,6%,12,
CCCc1ccc(-c2ccc(F)c(N)c2)nc1,5%,4%,i,7,11%,-4%,/,13%,16,
CCN1CCc2c(C#N)c(NCc3ccccc3)nc(N(CC)CC)c2C1,-1%,49%,i,0,47%,7%,-7%,0%,7,
CC1CCCCN1CCNc1nc(=S)[nH]c2ccccc12 (stereo not drawn),3%,-5%,i,0,-11%,8%,6%,1%,19,
OCc1nn2c(c1Br)NC(c1ccccc1)CC2C(F)(F)F (stereo not drawn),-1%,-14%,i,11,-8%,-3%,3%,12%,4,
CCn1c(SCC(=O)NCc2ccc(C)cc2)nnc1-c1ccncc1,-11%,-26%,i,16,-21%,2%,-11%,/,0,

# Brought forward from above: 3 compounds; new compounds follow.
SMILES,Bfl-1 displacement,HPDE-C7K KRASV12,Spn DPM-DC inh,PMK inhibit,HPDE-C7 viability,TNAP inhibition,HT1080 viability,LYP phosphatase,MK inhibit,others
CC1CCCCN1CCNc1nc(=S)[nH]c2ccccc12 (stereo not drawn),3%,-5%,i,0,-11%,8%,6%,1%,19,
OCc1nn2c(c1Br)NC(c1ccccc1)CC2C(F)(F)F (stereo not drawn),-1%,-14%,i,11,-8%,-3%,3%,12%,4,
CCn1c(SCC(=O)NCc2ccc(C)cc2)nnc1-c1ccncc1,-11%,-26%,i,16,-21%,2%,-11%,/,0,
CC(=O)Nc1ccc(NC(=O)Oc2ccccc2)cc1,3%,-2%,i,10,-2%,9%,2%,5%,7,
COc1ccc(C)cc1S(=O)(=O)N(CC(=O)O)c1ccccc1,-2%,-6%,i,0,-1%,4%,5%,10%,1,PMK inhibit pilot replicates=1.5;MK inhibit pilot replicates=0.0;Spn DPM-DC inh pilot screen %=3.0
Cc1cc(Br)c(S(=O)(=O)NCCN2CCOCC2)cc1C,-10%,8%,i,7,-5%,14%,2%,10%,9,
CCOc1ccc2nc(NCCNC(=O)CC)c(C#N)cc2c1,-3%,11%,/,17,-2%,3%,5%,-25%,9,
CCn1c(C(=O)NCCCN2CCc3ccccc3C2)cc2sccc21,-1%,2%,i,4,-8%,3%,1%,6%,5,
N#Cc1ccc(N2CCN(C(=O)c3cccc(F)c3)CC2)c(F)c1,-3%,-21%,i,5,-17%,0%,/,0%,6,
Cc1ccnc(SCCn2c(N3CCN(c4ccccc4)CC3)nc3c2c(=O)[nH]c(=O)n3C)n1,1%,32%,i,1,28%,0%,4%,10%,4,
CCn1c(CSc2nc3ccccc3s2)nc2ccccc21,-1%,-18%,i,0,3%,-3%,/,/,7,
Nc1cc(C2CCCC2)nn1-c1ccccc1,1%,-5%,i,0,-1%,7%,2%,11%,6,
COc1cccc(C2c3c(oc4ccccc4c3=O)C(=O)N2CCCN2CCOCC2)c1 (stereo not drawn),0%,-8%,i,12,-10%,3%,-8%,13%,9,
COC(=O)c1nnn(-c2nonc2N)c1CN1CCc2ccccc21,-2%,0%,i,6,-6%,2%,3%,2%,3,
O=C(c1cccc(F)c1)N1CCN(C(=O)c2nn3cccnc3c2Cl)CC1,-4%,7%,i,0,2%,12%,5%,20%,3,
CC(C)c1ccc(NS(=O)(=O)c2ccc3[nH]cc(C(=O)N4CCC(C(N)=O)CC4)c(=O)c3c2)cc1,7%,-20%,i,12,-23%,5%,-7%,17%,9,
CN(Cc1ccccc1)S(=O)(=O)c1ccc(S(=O)(=O)N2CCN(CCC#N)CC2)cc1,7%,-2%,i,4,-12%,12%,/,-6%,1,PMK inhibit pilot replicates=0.0;MK inhibit pilot replicates=2.0;Spn DPM-DC inh pilot screen %=4.5
COc1ccc2[nH]c(=O)c(CN(C)C(=O)C3CCCCC3)cc2c1,-2%,-10%,/,9,-19%,7%,-1%,2%,1,
CC1(C)Cc2c(c(-c3ccccc3)[nH]c(=O)c2C#N)CO1,-5%,0%,i,16,-5%,12%,-17%,/,5,
O=C1c2ccccc2C(=O)N1Cc1ccc2c(c1)OCO2,-7%,-1%,i,0,5%,12%,-4%,8%,12,
O=C(O)c1cccc(N2C(=O)CCC2=O)c1,-3%,-6%,i,3,-13%,4%,0%,2%,6,
Cc1cc(C)n(-c2nc(C)nc3sc4c(c23)CCC(C)C4)n1 (stereo not drawn),-5%,-2%,i,11,-12%,8%,-2%,-3%,0,PMK inhibit pilot replicates=0.0;MK inhibit pilot replicates=0.5;Spn DPM-DC inh pilot screen %=8.0
Cc1cc(C)nc(CC(N)=O)n1,6%,8%,i,8,6%,7%,-2%,4%,0,
Cc1ccc(C(=O)Nc2ncc(Cc3ccc(F)cc3)s2)o1,-8%,62%*,i,5,58%*,2%,9%,5%,0,
Cc1n[nH]c(C)c1S(=O)(=O)N1CCN(c2ccccn2)CC1,3%,7%,i,0,-10%,36%,-6%,7%,2,PMK inhibit pilot replicates=0.0;MK inhibit pilot replicates=11;Spn DPM-DC inh pilot screen %=7.0
COC(=O)c1c(NC(=O)c2nc3ccccc3s2)sc2c1CCN(C(C)=O)C2,3%,18%,i,8,34%,-11%,7%,11%,9,
COc1ccc(NCCNc2ccc(OC)cc2)cc1,-4%,-8%,i,1,-24%,5%,/,7%,8,
CCCCCCc1nnc(NC(=O)OCC)s1,-5%,-12%,i,10,5%,10%,6%,/,7,
O=C(CSc1ccc2nnc(-c3ccccn3)n2n1)N1CCN(c2ccccc2)CC1,1%,-4%,i,3,-5%,4%,/,-2%,8,
C/C(=N\O)c1ccc2[nH]ccc2c1,0%,-2%,i,7,4%,10%,-3%,13%,8,
Cc1noc(C)c1COC(=O)Cc1ccc(Cl)c(Cl)c1,-4%,-7%,i,7,0%,10%,-3%,-1%,1,
CC1CCCN(CC(O)COc2ccc(Cl)cc2)C1 (stereo not drawn),-8%,/,i,14,/,15%,0%,/,1,
Cc1cccc(NCc2ccccc2O)c1C,0%,23%,i,6,11%,5%,-1%,9%,5,

# 6 entries picked at random from those above, as already listed:
SMILES,Bfl-1 displacement,HPDE-C7K KRASV12,Spn DPM-DC inh,PMK inhibit,HPDE-C7 viability,TNAP inhibition,HT1080 viability,LYP phosphatase,MK inhibit,others
O=C(CSc1ccc2nnc(-c3ccccn3)n2n1)N1CCN(c2ccccc2)CC1,1%,-4%,i,3,-5%,4%,/,-2%,8,
CC1(C)Cc2c(c(-c3ccccc3)[nH]c(=O)c2C#N)CO1,-5%,0%,i,16,-5%,12%,-17%,/,5,
COC(=O)c1c(NC(=O)c2nc3ccccc3s2)sc2c1CCN(C(C)=O)C2,3%,18%,i,8,34%,-11%,7%,11%,9,
CC1CCCN(CC(O)COc2ccc(Cl)cc2)C1 (stereo not drawn),-8%,/,i,14,/,15%,0%,/,1,
COc1ccc(NCCNc2ccc(OC)cc2)cc1,-4%,-8%,i,1,-24%,5%,/,7%,8,
O=C1c2ccccc2C(=O)N1Cc1ccc2c(c1)OCO2,-7%,-1%,i,0,5%,12%,-4%,8%,12,

# Next part:
SMILES,Bfl-1 displacement,HPDE-C7K KRASV12,Spn DPM-DC inh,PMK inhibit,HPDE-C7 viability,TNAP inhibition,HT1080 viability,LYP phosphatase,MK inhibit,others
O=C1C2C(C(=O)N1Cc1ccco1)C1C=CC2C12CC2 (stereo not drawn),0%,0%,i,7,-6%,1%,4%,10%,11,
Cc1ccc(Cn2c(SCc3cccnc3)nc3c2c(=O)n(C)c(=O)n3C)cc1,-4%,3%,i,14,-2%,5%,-8%,-1%,8,
CCc1ccccc1N1CSC2=C(C#N)C(c3ccccc3F)CC(=O)N2C1 (stereo not drawn),8%,8%,i,5,4%,13%,-12%,5%,12,
Cc1ccc(S(=O)(=O)O)c(C)c1N1CCCC1=O,-5%,-6%,i,5,-3%,12%,-5%,4%,1,
OC[C@H]1O[C@@H](n2cnc3c(NC4CCCC4)ncnc32)[C@H](O)[C@@H]1O,4%,4%,i,5,0%,8%,2%,22%,3,PMK inhibit pilot replicates=5.0;MK inhibit pilot replicates=0.0;Spn DPM-DC inh pilot screen %=3.0
CN(C)c1ccc(/C(=N\O)c2ccccc2)cc1,-1%,15%,i,0,15%,20%,-5%,9%,7,PMK inhibit pilot replicates=3.0;MK inhibit pilot replicates=3.0;Spn DPM-DC inh pilot screen %=0.0
CNC(=O)/C(=N\O)c1ccccc1,0%,-2%,i,10,-14%,6%,2%,-7%,12,
COc1ccc(N2C(=O)C3C4C=CC(C4)C3C2=O)nn1 (stereo not drawn),0%,-7%,i,6,3%,11%,-2%,-4%,8,PMK inhibit pilot replicates=0.5;MK inhibit pilot replicates=1.0;Spn DPM-DC inh pilot screen %=0.0
CCc1cc2c(=O)c(-c3nc4ccccc4n3C)c(C(C)C)oc2c(CN2CCN(C)CC2)c1O,/,/,/,19,/,/,4%,9%,6,
CCCc1cc(C(=O)Nc2sc(C(C)=O)c(C)c2C(=O)OCC)no1,0%,6%,i,0,-6%,-3%,2%,7%,9,
COC(=O)C1=C(N)OC2=C(C(=O)CC(C)(C)C2)C1c1ccoc1 (stereo not drawn),-10%,-4%,i,8,0%,13%,-6%,11%,4,
